PrPC TRFRET = reduces human prion protein on the cell surface; P04156; AID 720596; cell surface PrPC, TR-FRET read-out; hit rate 0.43% among 370,000; inhibition, % at 13.8 µM; in the data active means inhibition above about 24%; further: 0% = median of the test wells and 100% = reference compound wells
CCHFV vOTU inh = CCHFV vOTU protease inhibition | Pep-AMC fluorescence | inhibition, % at 11.5 µM | hit rate 0.55% among 370,000; in the data active means inhibition above about 30%; further: 0% = vehicle wells with enzyme and 100% = no enzyme wells
* marks the source's active call; other numbers are inactive results.

Below each compound: PrPC TRFRET | CCHFV vOTU inh
COc1ccc(/C=C2\CC3(OC(=O)c4cccc(F)c4)CCCN2C3)cc1 (stereo unspecified)
    -10 | 6
COc1ccc(-c2cc(C(=O)NN=Cc3ccc(-c4ccccc4)cc3)[nH]n2)cc1
    5 | -4
CC(=O)Nc1ccc(S(=O)(=O)NC(CC(=O)NC2CCCCC2C)C(C)C)cc1 (stereo unspecified)
    -4 | 2
CN1CCN(CC(=O)Nc2ccc(OCc3ccccc3)cc2)CC1
    -3 | -9
O=S1(=O)c2ccc(N3CCC[C@@H]3CO)cc2O[C@H]2CCN1C2
    0 | -9
O=C(NCCCN1CCN(c2ccc(F)cc2)CC1)Nc1ccc(Cl)cc1
    -11 | 4
COc1ccccc1C(=O)NC1CCCCN(Cc2cccc(F)c2)C1=O (stereo unspecified)
    1 | 5
CC(C)CN1CN2Cc3cc(F)ccc3C2CS1(=O)=O (stereo unspecified)
    -5 | -2
O=C(CCn1nnc(-c2cccs2)n1)N1CCCCC1
    6 | 15
O=C(CN1CCc2onc(-c3ccc(-n4cc(-c5ccccc5)nn4)cc3)c2C1=O)N1CCOCC1
    -8 | -6
COc1ccc(Cn2cc(CN3[C@@H](Cc4ccccc4)COc4cc(Br)ccc4S3(=O)=O)nn2)cc1
    -2 | 2
C[C@H]1CCCN1c1cccc2c1S(=O)(=O)N1CC[C@H](C1)O2
    -2 | -8
Cc1c(NC(=O)C2CCCN(S(=O)(=O)c3cccc4ccccc34)C2)c(=O)n(-c2ccccc2)n1C (stereo unspecified)
    10 | -1
N#CCCCc1cn(-c2ccc(-c3noc4c3C(=O)N(CC(=O)N3CCOCC3)CC4)cc2)nn1
    4 | -2
COC(=O)[C@]12C[C@H](CC(=O)NCC34CC5CC(CC(C5)C3)C4)C(=O)N(Cc3cccc4ccccc34)C1=C[C@H](C(C)(C)C)O[C@@H]2C
    2 | 21
CCN(CC)c1ccc(-c2nn3c(-c4ccc(C(C)(C)C)cc4)nnc3s2)cc1
    12 | -2
CCOC(=O)CCCNC(=O)OC1CC2CC1[C@H]1CCCCN1[C@H]2Cc1ccccc1 (stereo partly specified)
    -4 | -3
O=C(CSc1nnc(-c2ccccn2)n1Cc1ccco1)Nc1ccc(Oc2ccccc2)cc1
    3 | 9
COc1ccc(C(C)c2cn(C)c3ccccc23)cc1 (stereo unspecified)
    -2 | 1
COc1ccc(CCN(Cc2cccs2)S(=O)(=O)c2ccc(C)s2)cc1OC
    -2 | 10
O=c1[nH]cc(N(CCCl)CCCl)c(=O)[nH]1
    6 | 7
COc1ccc(-n2cc(COC(=O)NCCc3ccccc3)nn2)cc1
    -2 | 3
COC[C@@H]1CCCN1c1ccc2c(c1)O[C@@H]1CCN(C1)S2(=O)=O
    -2 | -4
Cc1ccc(-n2c(Cc3cccs3)nnc2SCC(=O)Nc2ccccc2-c2ccccc2)cc1
    5 | 7
O=C(N1CCN(Cc2ccc3c(c2)OCO3)CC1)C12CC3CC(CC(C3)C1)C2
    8 | -3
CCN1CCCCC(NC(C)=O)C1=O (stereo unspecified)
    -5 | 2
COC(=O)[C@]12C[C@H](CC(=O)N3CCC(c4ccccc4)CC3)C(=O)N(Cc3ccc(Cl)cc3Cl)C1=C[C@H](C(C)(C)C)O[C@@H]2C
    -2 | -6
CCOC(=O)COc1ccc(C(C)c2ccc(NC(=O)OC(C)(C)C)cc2)cc1 (stereo unspecified)
    3 | 11
CCCCOc1ccc(C(=O)n2ccc3ccc(-c4ccc5ccn(Cc6cccc(C(=O)OC)c6)c5c4)cc32)cc1
    -5 | 1
C[C@@H]1OC(C2CCCCC2)N(C)[C@H]2C[C@H]3c4[nH]c5cccc(-c6cccc(F)c6)c5c4CCN3C(=O)[C@@H]12 (stereo partly specified)
    -6 | -22
N#CCC[C@@H]1CC[C@]2(CCCN(Cc3ccccc3)C2)O1
    4 | -1
COc1ccc(Cc2nc3ccc(S(N)(=O)=O)cc3[nH]2)cc1OC
    -7 | 0
O=C(NCc1ccccc1Cl)C1CCCN(c2ncccn2)C1 (stereo unspecified)
    0 | -8
COc1ccc(C=NNC(=O)c2ccncc2)cc1
    -9 | 4
CCC(C(=O)Nc1ccccc1N1CCCC1)c1cccc(OC)c1 (stereo unspecified)
    7 | 2
Cc1ccccc1Cn1cc(COC(=O)NCCc2c[nH]c3ccccc23)nn1
    24 | -3
O=C(O)c1cccc(S(=O)(=O)NCC(=O)N2CCN(c3ccccn3)CC2)c1
    8 | 1
CCOC(=O)c1csc(NC(=O)C2CCCN(S(=O)(=O)c3ccccc3[N+](=O)[O-])C2)n1 (stereo unspecified)
    6 | -7
Cc1ccc(S(=O)(=O)N2CCCC2C(c2ccccc2O)c2cn(C)c3ccccc23)cc1 (stereo unspecified)
    -3 | 4
CCn1c(Cc2cccs2)nnc1SCC(=O)Nc1ccc(Cl)cc1C
    5 | -1
O=C1NCCN1CCN1CCC(c2cn(-c3ccc(F)cc3)c3ccc(Cl)cc23)CC1
    -11 | 0
CCCCNC(=O)NS(=O)(=O)c1ccc(NC(=O)CSc2ncnc3scc(-c4ccc(C)cc4)c23)cc1
    -8 | 17
Cc1cccc(NC(=O)Nc2c(-c3ccc(C(F)(F)F)cc3)nc3ncccn23)c1
    4 | -2
O=S1(=O)c2ccc(Br)cc2OC[C@@H](c2ccccc2)N1Cc1cn(CCC2OCCCO2)nn1
    -4 | 5
COc1ccc(S[C@]2(C(=O)N3CCOCC3)CC(=O)N[C@@H]2c2ccc(OC)cc2)cc1
    -3 | -9
COc1ccc(-n2c(SCC(=O)Nc3ccc4c(c3)OCCO4)nnc2-c2ccccc2)cc1
    -6 | -1
COC(=O)[C@]12C[C@H](CC(=O)NCC3CCCCC3)C(=O)N(CCc3ccc(OC)c(OC)c3)C1=C[C@H](COCc1ccccc1)O[C@@H]2C
    7 | 15
COc1ccccc1C(=O)NC1CCCCN(C(C)C)C1=O (stereo unspecified)
    -4 | 9
O=C(Nc1cccc(F)c1)OCCCN1CCC2(CCC(c3ccccc3)CC2)C1 (stereo unspecified)
    -11 | 3
CCCOc1ccc(C(=O)N2CCC(Oc3cccnc3)CC2)cc1
    4 | -7

More compounds follow:
Below each compound: PrPC TRFRET | CCHFV vOTU inh
Cc1cc(C)n(-c2nc(-n3nc(C)cc3C)c3c4c(sc3n2)COC(C)(C)C4)n1
    13 | 0
COc1ccc(-c2nnc(SCC(=O)NN=Cc3c(O)ccc4ccccc34)n2-c2ccc(OC)cc2)cc1
    8 | 9
Cc1ccc(C(=O)C2CCN(CC(=O)NCCC(C)C)CC2)cc1
    -12 | 1
CCC(C)CNC(=O)CN1C(=O)C2CCCCN2C(=O)c2ccccc21 (stereo unspecified)
    -6 | -7
CCCNC(=O)N1[C@@H](CO)[C@H](c2ccc(C3=CCCC3)cc2)[C@@H]1CN(CC)S(=O)(=O)c1ccccc1[N+](=O)[O-]
    -7 | 4
CC(COc1cccc(C(F)(F)F)c1)CN1CCC(C(O)(c2ccccc2)c2ccccc2)CC1 (stereo unspecified)
    -8 | 18
CC(COc1ccc(C#N)cc1)CN1CCC(C(O)(c2ccccc2)c2ccccc2)CC1 (stereo unspecified)
    -13 | 5
CCOc1ccccc1C(=O)N1CCC(Oc2cccnc2)CC1
    -1 | 2
CCCCNC(=O)C[C@H]1C[C@@]2(C(=O)OC)C(=C[C@H](C3CCCC3)O[C@@H]2C)N(Cc2cccc3ccccc23)C1=O
    3 | 16
COC(=O)CN1CCN(C(=O)c2csc(-c3ccccc3)n2)CC1
    -1 | -4

Seven entries drawn at random from the list so far:
Below each compound: PrPC TRFRET | CCHFV vOTU inh
Cc1cc(C)n(-c2nc(-n3nc(C)cc3C)c3c4c(sc3n2)COC(C)(C)C4)n1
    13 | 0
COc1ccc(-c2nnc(SCC(=O)NN=Cc3c(O)ccc4ccccc34)n2-c2ccc(OC)cc2)cc1
    8 | 9
CCC(C)CNC(=O)CN1C(=O)C2CCCCN2C(=O)c2ccccc21 (stereo unspecified)
    -6 | -7
CCCNC(=O)N1[C@@H](CO)[C@H](c2ccc(C3=CCCC3)cc2)[C@@H]1CN(CC)S(=O)(=O)c1ccccc1[N+](=O)[O-]
    -7 | 4
COC(=O)CN1CCN(C(=O)c2csc(-c3ccccc3)n2)CC1
    -1 | -4
CC(COc1ccc(C#N)cc1)CN1CCC(C(O)(c2ccccc2)c2ccccc2)CC1 (stereo unspecified)
    -13 | 5
CCCCNC(=O)C[C@H]1C[C@@]2(C(=O)OC)C(=C[C@H](C3CCCC3)O[C@@H]2C)N(Cc2cccc3ccccc23)C1=O
    3 | 16

Single records, from the list above. Screens in order: PrPC TRFRET	CCHFV vOTU inh
Listed for COc1ccc(/C=C2\CC3(OC(=O)c4cccc(F)c4)CCCN2C3)cc1 (stereo unspecified) : -10	6
Listed for Cc1ccc(S(=O)(=O)N2CCCC2C(c2ccccc2O)c2cn(C)c3ccccc23)cc1 (stereo unspecified) : -3	4
Listed for O=S1(=O)c2ccc(N3CCC[C@@H]3CO)cc2O[C@H]2CCN1C2 : 0	-9
Listed for O=C(NCc1ccccc1Cl)C1CCCN(c2ncccn2)C1 (stereo unspecified) : 0	-8

Further entries:
Below each compound: PrPC TRFRET | CCHFV vOTU inh
O=C(CC(NCCc1ccccc1)C(=O)O)Nc1ccc(O)cc1 (stereo unspecified)
    2 | 3
CC(=O)Nc1ccc(OC[C@@H](O)CN2CCC(C(O)(c3ccccc3)c3ccccc3)CC2)cc1
    0 | -4
COC(=O)[C@]12C[C@H](CC(=O)N3CCCC3)C(=O)N(Cc3ccc4c(c3)OCO4)C1=C[C@H](C(C)C)O[C@@H]2C1CC1
    5 | 5
C[C@@H]1CCN(C2CC2)S(=O)(=O)c2c(cccc2N2CC[C@H](O)C2)O1
    7 | -5
C#CCN1CC(N(C)CCOC(=O)c2ccc(OC)c(OC)c2)CS1(=O)=O (stereo unspecified)
    -5 | 3
CC(C)CNC(=O)OCc1cn(Cc2ccc(F)cc2F)nn1
    5 | 1
CCOC(=O)[C@@]12CCC3=C1N(CCC3)C(=O)[C@H](CC(=O)NCCCCc1ccccc1)C2
    2 | 15
N#CCC[C@@H]1CC[C@]2(CCCN(C(=O)C3CCCCC3)C2)O1
    -5 | -3
O=C(OCc1cn(Cc2ccc(C(F)(F)F)cc2)nn1)N1CCCC1
    -1 | -3
COC(=O)[C@]12C[C@H](CC(=O)NCc3cccs3)C(=O)N(Cc3ccc(Cl)cc3Cl)C1=C[C@H](C(C)C)O[C@@H]2C1CC1
    1 | 20
CCOc1ccc(-n2c(COc3ccc(C)cc3)nnc2SCC(=O)c2ccc3ccccc3c2)cc1
    2 | 9
COc1ccccc1COC(=O)c1cccc(S(=O)(=O)N(C)Cc2ccccc2)c1
    -6 | 2
C=CCN1C(=O)[C@H](CC(=O)NCc2ccc(C)o2)[C@@]2(C(=O)OCC)CCCC=C12
    -1 | -5
O=C(NC1CCCCN(Cc2ccc(Cl)cc2)C1=O)c1cc(-c2ccccc2)no1 (stereo unspecified)
    2 | 3
O=C(NC1CCCCN(Cc2cccc(Cl)c2)C1=O)c1cccc(C(F)(F)F)c1 (stereo unspecified)
    3 | 8
COc1ccc(-n2c(SCC(=O)Nc3ccccc3-c3ccccc3)nnc2-c2ccccn2)cc1
    2 | 15
CCOC(=O)[C@@]12CCC3=C1N(CCC3)C(=O)[C@H](CC(=O)NCc1ccccc1)C2
    13 | 0
COc1ccc(-n2c(SCC(=O)Nc3ccc(Oc4ccccc4)cc3)nnc2-c2ccccc2)cc1
    0 | -4
O=C(CSc1nnc(-c2ccc(Cl)cc2)n1-c1ccccc1)Nc1ccc2c(c1)OCCO2
    1 | -4
COc1ccc(Cn2ccc3ccc(-c4ccc5ccn(C(=O)C6CC6)c5c4)cc32)cc1
    10 | 6
CCc1ccccc1NC(=O)C1CCC(=O)N(c2ccc(OC)cc2)C1c1ccc(OC)cc1 (stereo unspecified)
    10 | 13
COC(=O)[C@]12C[C@H](CC(=O)N3CCOCC3)C(=O)N(Cc3cccc4ccccc34)C1=C[C@H](COCc1ccccc1)O[C@@H]2C
    -2 | -2
N/C(=N\C(=O)OCc1ccccc1)N(CC#CC1=CCCCC1)CC1CC1
    7 | 10
CCOC(=O)N1C(=O)C[C@](Sc2ccc(OC)cc2)(C(=O)N2CCN(c3ncccn3)CC2)[C@H]1c1ccc(OC)cc1
    -10 | 0
CCN(Cc1ccccc1)C(=O)C1CCCN(c2ncccn2)C1 (stereo unspecified)
    9 | -4
C=CCN1C(=O)[C@H](CC(=O)NCCCC)[C@@]2(C(=O)OCC)CCCC=C12
    4 | 0
C[C@H]1/C=C/CC(=O)N[C@@H](c2ccc3ccccc3c2)[C@@H](C)/C=C/CC(=O)N[C@H]1c1ccc2ccccc2c1
    -4 | -2
O=C(Nc1ccc(OC(F)(F)F)cc1)Nc1c(-c2ccc(C(F)(F)F)cc2)nc2ncccn12
    6 | 0
Fc1ccccc1-c1n[nH]c(=S)n1N=Cc1ccc(OCc2ccccc2)cc1
    5 | 14
COc1cccc(Cn2cc(COC(=O)N3CCCC3)nn2)c1
    3 | -9
Cc1ccc(NC(=O)Nc2cc(C)nn2-c2ccccc2)cc1
    3 | 3
Cc1ccc2c(c1)C(CS(=O)(=O)NCc1ccc(F)cc1)NC2 (stereo unspecified)
    -5 | -4
COC(=O)[C@]12C[C@H](CC(=O)NCc3ccc(C)o3)C(=O)N(CCC3=CCCCC3)C1=C[C@H](C(C)C)O[C@@H]2C1CC1
    0 | 15
O=C(NC1CCCCN(Cc2cccc(C(F)(F)F)c2)C1=O)c1ccccc1I (stereo unspecified)
    2 | 9
COc1cc(NC(=O)C2CCCN(S(=O)(=O)c3cccc4cccnc34)C2)cc(OC)c1 (stereo unspecified)
    -2 | 0
C=CCN1C(=O)[C@@H](CC(=O)NCCCN2CCCC2=O)[C@]2(C(=O)OCC)CCCCC/C=C/12
    2 | -6
CCOC(=O)N1CCN(C(=O)C[C@H]2C[C@@]3(C(=O)OC)C(=C[C@H](COCc4ccccc4)O[C@@H]3C)N(Cc3ccc(Cl)cc3Cl)C2=O)CC1
    -12 | 5
COCC(=O)N(Cc1ccccc1)c1ccccc1C(=O)Nc1cc(OC)ccc1OC
    1 | 4
COC(=O)C1CN(C2CCCC2)CCS(=O)(=O)N1Cc1cn(Cc2ccc(F)cc2)nn1 (stereo unspecified)
    20 | 1
O=C(CCc1ccccc1)N[C@H]1C(=O)CCC[C@]12C(=O)N(Cc1ccccc1)c1ccccc12
    9 | 0

From PubChem

The list is partial. The share of hits here may be higher or lower than overall.
